# Screening data: PubChem BioAssay, Broad Institute
# GSIS activator – primary screen for activators of insulin secretion dependent on glucose, INS-1E cells, GLuc reporter luminescence; INS-1E GLuc reporter insulin secretion, 2-3 h; activation, % at 16.6 µM; actives 0.61% (n = 370,000); AID 743287;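 active = lowest replicate activation of at least 40%, so every replicate reaches that level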;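 also: 0% = median of neutral control wells and 100% = median of IBMX positive control wells; some compounds called inactive have numbers as strong as hits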
# EWS-Fli block – blocks EWS/Fli oncoprotein-driven transcription. A673 NR0B1-luciferase reporter, viability-normalised. inhibition, % at 12.6 µM. actives 0.67% (n = 350,000);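 active = mean inhibition of at least 50% after viability correction, with every replicate also passing that limit; inconclusive = mean reaches 50% but only one of two replicates passes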;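 also: firefly luciferase signal divided by Alamar Blue viability fluorescence both relative to DMSO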
# miR122 inh – blocks miR-122 activity in Huh7 sensor cells; AID 602342; activation (reporter increase), % at 12.5 µM; actives 0.3% (n = 340,000); Huh7 miR-122 Renilla luciferase sensor, 48 h; neutral wells = 0, positive control = 100;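 active = mean replicate activation score at least 90 and every replicate individually at or above 90; inconclusive = only one of the two criteria met; inactive = neither criterion met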;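 also: higher luciferase means less miR-122 activity so hits act as miR-122 inhibitors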
# DENV2 CPE – protects cells from dengue virus 2 cytopathic effect; CPE inhibition, % at 9.99 µM; DENV2-infected cells, cytopathic effect rescue, plate reader; actives 1.7% (n = 350,000); in the data active = CPE inhibition above about 20%, passing the limit was not always enough; inconclusive = no clear call, values can overlap the other calls; tested in BHK-21 cells;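 also: 0% = median of neutral control wells and 100% = median of positive control wells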
# FN deposit inh – fibronectin deposition inhibition. AH1F fibroblasts, Alexa488-fibronectin deposition fluorescence, overnight. inhibition, % at 12.6 µM. actives 0.086% (n = 350,000). AID 743247;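 active = mean inhibition across replicates of 30% or more, regardless of how many single replicates reach that level; inconclusive = mean under 30% yet at least half of replicates reach 30%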;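 also: positive control wells lacked labelled fibronectin entirely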
#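 Measured by – fluorescence 485/525 nm · System – AH1F fibroblast monolayer, labelled fibronectin deposition · Amount – 10000 cells per well · Buffer or medium – serum-reduced DMEM (2% serum) · Doses – single dose, pinned · Also added – fluorescent fibronectin at 24 nM final · Schedule – 1 h cell attachment, overnight exposure to compound and label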
# CFTR F508del cor – correctors of CFTR F508del function in bronchial epithelial cells. CFBE cells, YFP halide quenching; stimulated with forskolin plus potentiator P3; % fluorescence drop versus neutral controls. activity (quench increase), % at 7.58 µM. actives 0.36% (n = 350,000);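 active = mean added fluorescence quench of at least 8% versus neutral control, with both replicates also reaching 8%; inconclusive = only one of the mean or replicate conditions met; inactive = mean below 8% and not both replicates reaching 8%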;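 also: cells transiently co-express mutant CFTR-F508del with the halide-sensitive YFP; corrector assay measuring rescue of mutant channel to the surface after 24 h compound exposure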
# PAX8 reporter – inhibitors of PAX8 transcriptional activity in RMG-I cells | inhibition, % at 12.6 µM | RMG-I TPO-luciferase reporter, SteadyGlo, 24 h | actives 1.2% (n = 360,000) | AID 652154;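 active = mean replicate inhibition at least 60% with every replicate also reaching 60%; inconclusive = only one of the two criteria is met; inactive = mean below 60% and not all replicates reaching 60%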;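 also: luciferase light reporting Pax8 driven TPO promoter activity; plate controls were median of neutral control wells for no effect and mitoxantrone controls for full effect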
# Starred values were filed as active, the others as inactive; ? = inconclusive; / = not tested or not shown; [ ] = dose if it differs, or a comment. The order is random (roughly 3.9% active in at least one column).
mol,GSIS activator,EWS-Fli block,miR122 inh,DENV2 CPE,FN deposit inh,CFTR F508del cor,PAX8 reporter
COc1ccccc1NC(=O)C(=O)NNC(=O)COc1ccc2ccccc2c1,7,7,4,-7,4,-0.7,6
O=C(C[C@H]1C[C@H]2c3cc(NC(=O)c4ccc5c(c4)OCO5)ccc3O[C@H]2[C@H](CO)O1)NCC1CC1,9,-6,3[16.7 µM],-6,6,-2.2,-2
O=C(Nc1cccnc1)c1ccc(Cl)c([N+](=O)[O-])c1,19,-82,-6,/,-9,-0.4,18
Cc1cccc(N2CCN(C(=O)C3CCN(c4ncnc5c4nc4n5CCCCC4)CC3)CC2C)c1 (configuration not stated),-56,/,-7,6,-1,-3.5,42
O=C(COC(=O)c1ccc(O)cc1)Nc1ccc(OC(F)F)cc1,4,5,1,?,10,-3.9,-29
Oc1ccc(/C=C/c2cnccn2)cc1,6,-23,/,-3,4,-1.6,-40
COCC(=O)Nc1ccc2c(c1)C(=O)N(C)[C@@H]1CC[C@@H](CC(=O)NC3CCCC3)O[C@@H]1CO2,12,-6,-60[16.7 µM],6,1,0.2,-10
CN(/C=C/c1c([N+](=O)[O-])c(=O)n(C)c(=O)n1C)c1ccccc1,8,8,-3,-4,-3,1.9,19
Oc1cccc(Nc2nc(-c3ccccc3)nc3ccccc23)c1,-28,20,-4,-1,8,-0.2,17
Cc1ccc(C2CC(c3ccco3)n3nc(N)nc3N2)cc1 (configuration not stated),-15,-5,/,1,-17,-2.9,4
CCN(CC)c1ccc(NC(=O)COC(=O)CCc2cc(OC)c(OC)c(OC)c2)cc1,2,-9,2,2,2,0.3,-12
Cc1ccc2cccc(Oc3ncnc4scc(-c5ccc(Cl)cc5)c34)c2n1,3,6,/,-8,7,0.1,17
O=C(NCc1ccccn1)C(=O)C1C(=O)Nc2ccccc21 (configuration not stated),5,0,/,-3,1,1.2,-8
COc1ccc(CC(NC(C)=O)C(=O)NC2CCN(C(=O)Nc3ccc(Cl)cc3)CC2)cc1OC (configuration not stated),/,/,-3,/,2,/,11
CCOC(=O)c1c(C)c(-c2ccccc2)n(CC(=O)N2CCCC2)c1C,1,1,6,-3,-2,1.1,-4
O=C(O)[C@H]1[C@H](CO)[C@H]2Cn3c(ccc(-c4cncnc4)c3=O)[C@H]2N1C(=O)C1CCC1,3,12,-4[16.7 µM],10,/,-0.7,/
Cn1cc([N+](=O)[O-])c(C(=O)Nc2ccn(C34CC5CC(CC(C5)C3)C4)n2)n1,-13,-23,/,-3,2,/,33
C[C@H](CO)N1C[C@H](C)[C@H](CN(C)S(=O)(=O)c2ccccc2C#N)OCc2ccccc2-c2c(n(C)c3ccccc23)C1=O,9,7,/,?,8,1.2,6
Cc1ccc(NS(=O)(=O)c2ccc(C(=O)N3CC(C)OC(C)C3)cc2)cc1 (configuration not stated),5,/,-6,-4,-1,0.9,-5
CC1CCCN(CCC(=O)Nc2ccc3c(c2)CCC3)C1 (configuration not stated),/,/,-5,/,0,/,-15
COc1ccc(NC(=O)Nc2ccc3c(c2)CC(=O)N([C@H](C)CO)C[C@@H](C)[C@H](CN(C)S(=O)(=O)c2ccc(OC)cc2)O3)cc1,5,-3,-5[16.7 µM],-8,/,1.3,4
C[C@@H]1CN([C@H](C)CO)C(=O)c2cc(NC(=O)Cn3cnnn3)ccc2O[C@H]1CN(C)Cc1ccc(C(F)(F)F)cc1,2,/,-7[16.7 µM],13,-9,2.2,3
N#C[C@H]1N[C@H](CO)[C@@H]1c1ccc(-c2cccc(F)c2)cc1,0,-7,/,6,0,2.8,-1
Cc1nnc(NC(=O)c2ccc(S(=O)(=O)N3CCCCC3)cc2)s1,9,-1,/,-7,9,5.3,-12
COc1ccc(C(=O)/C=C/Sc2nc3ccccc3o2)cc1,-8,55*,11,-4,-4,-1.1,5

# One compound at a time, as listed above.
# Cn1cc([N+](=O)[O-])c(C(=O)Nc2ccn(C34CC5CC(CC(C5)C3)C4)n2)n1 is listed as GSIS activator = -13; EWS-Fli block = -23; miR122 inh = /; DENV2 CPE = -3; FN deposit inh = 2; CFTR F508del cor = /; PAX8 reporter = 33
# Cc1nnc(NC(=O)c2ccc(S(=O)(=O)N3CCCCC3)cc2)s1 is listed as GSIS activator = 9; EWS-Fli block = -1; miR122 inh = /; DENV2 CPE = -7; FN deposit inh = 9; CFTR F508del cor = 5.3; PAX8 reporter = -12

# Remaining list, next part:
mol,GSIS activator,EWS-Fli block,miR122 inh,DENV2 CPE,FN deposit inh,CFTR F508del cor,PAX8 reporter
COc1ccc(NC(=O)C2CCOC2=O)cc1 (configuration not stated),2,-4,/,1,3,-0.6,2
COc1cccc(S(=O)(=O)Nc2ccc3c(c2)OC[C@H](C)N(C(=O)Cc2cccnc2)C[C@@H](C)[C@@H](OC)CN(C)C3=O)c1,9,-1,22[16.7 µM],/,6,3.2,-5
CN(C)CC(=O)N1CCCCN2[C@@H](CO)[C@H](c3ccc(-c4cccnc4)cc3)[C@@H]2C1,9,-10,-2[16.7 µM],33*,/,-0.2,-6
O=C(CN1CCN(c2ccccc2)CC1)NC(=O)NCc1ccccc1,-2,1,-5,-5,6,3.6,5
COCCOn1c(SCCOC)nc2ccccc2c1=O,-2,6,-2,5,-1,0.1,1
COc1ccc2c(c1)C(c1ccc(N3CCOCC3)cc1)=NNC(c1cccnc1)=N2,0,-1,/,?,22,/,18
CCN(CC)CCN(C(=O)c1ccc2c(c1)OCCO2)c1nc2c(Cl)cccc2s1,-28,/,-3,8,/,0.1,-15
N#Cc1sc(C(N)=O)c(-c2ccccc2)c1-c1ccccc1,11,12,/,7,3,3.9,-6
CCOC(=O)c1c(C=O)c(C)n(Cc2ccccc2)c1C,/,/,-3,/,6,/,-2
CN(C(=O)CSCC(=O)O)C1CCCCC1,/,-25,4,-1,2,/,17
O=C(NC(O)C(=O)c1ccccc1)c1ccc(F)cc1 (configuration not stated),7,5,1,2,12,5.2,-19
COc1ccc(NC(=O)CN(C)C(=O)c2ccc(NS(=O)(=O)c3ccc(C)c([N+](=O)[O-])c3)cc2)cc1,-13,-5,1,0,-2,1.5,10
C=CCc1cc(/C=C2/NC(=O)N(CC)C2=O)cc(OCC)c1OCc1ccc(C(=O)O)cc1,23,/,/,/,11,/,39
CCN1CCCC1CNC(=O)CCc1nnc(CCC2CCCCC2)o1 (configuration not stated),-19,-3,-6,-5,/,-1.4,-12
CCN1CCN(C(=O)c2ccc3c(Cl)c4c(nc3c2)CCCC4)CC1,12,/,-2,-5,6,0.6,9
CNC(=O)c1c(NC(=O)c2cccc(C)c2)sc2c1CCC2,5,-154,-4,5,2,4.4,-80
C#CCOCCOCCOCCNc1nc(N2CCN(C(=O)Cn3cc(CCO)nn3)CC2)nc(N2CCN(C(=O)[C@H]([C@@H](C)O)n3cc(CCCCN)nn3)CC2)n1,/,1,/,21*,-4,-0.3,1
c1ccc(Cc2noc(CN3CCN(Cc4ccc5c(c4)OCO5)CC3)n2)cc1,-13,2,/,-5,1,0.5,13
C[C@H](CO)N1C[C@H](C)[C@H](CN(C)C(=O)Nc2cccc3ccccc23)Oc2ccc(NC(=O)Cc3cn(C)c4ccccc34)cc2C1=O,-4,6,-1[16.7 µM],-1,/,0.5,/
COc1ccccc1NC(=O)N[C@H]1CC[C@H](CCNS(=O)(=O)c2ccc(F)cc2)O[C@@H]1CO,-11,-1,/,-9,/,-5.1,9
CCN(C[C@H]1N[C@@](Cc2ccccc2)(C(=O)OC)[C@H]2C(=O)N(Cc3ccccc3)C(=O)[C@@H]12)C(=O)Nc1ccc(C)cc1,-25,-4,/,-2,-4,2.6,5
COc1ccc(S(=O)(=O)N(C)C[C@H]2Oc3ccc(NC(=O)Cn4cnnn4)cc3C(=O)N([C@@H](C)CO)C[C@@H]2C)cc1,6,-3,10[16.7 µM],-1,8,3.8,/
O=C(Nc1nccs1)C1CCCCN1S(=O)(=O)c1ccccc1 (configuration not stated),10,3,-3,3,12,0.2,5
Clc1cccc(N2CCN(CCCN3CCN(c4ccccc4)CC3)CC2)c1,-37,4,-1,6,-4,0.3,10
O=C(Cc1ccccn1)NCC[C@H]1CC[C@@H](NC(=O)CN2CCOCC2)[C@H](CO)O1,4,4,/,1,-8,-1.7,-5
Cc1noc(C)c1-c1ccc(C(=O)Nc2ccc(C(C)C)cc2)c2occc12,-11,22,28,3,-4,-1.5,35
CCc1ccc(NCCC(=O)c2ccc(Br)cc2)cc1,12,-3,-5,-1,/,-2.5,/
COc1ccc2cc3cc(C(=O)N4CCN(c5ccccn5)CC4)oc3nc2c1,0,6,/,-5,15,-1.1,0
O=C(C1CC(Cl)CN1S(=O)(=O)c1ccc(Cl)cc1)N1CCOCC1 (configuration not stated),10,10,/,6,0,0.4,13
CC1Cc2ccccc2N1C(=O)CSc1nnc(-c2ccc(S(=O)(=O)N3CCCC3)cc2)n1C (configuration not stated),-35,/,-5,/,-6,/,21
CSCC[C@H](NC(=O)N1CCn2c1nc1ccccc12)C(=O)NCc1ccc(F)cc1,-15,/,-5,1,-7,2.5,27
CCOC(=O)N1CCN(C(=O)CCN2C(=O)/C(=C\c3ccc(OC)c(OC)c3)SC2=S)CC1,9,0,-1,-9,-19,0.2,-4
O=C(C[C@H]1CC[C@H]2[C@@H](COC[C@@H](O)CN2S(=O)(=O)c2ccccc2)O1)NCc1ccc2c(c1)OCO2,-3,5,0[16.7 µM],-8,-2,3.9,0
COc1ccccc1N(CC(=O)NCc1ccco1)S(=O)(=O)c1ccc(C)cc1,-5,-1,/,-2,4,0.0,11
C[C@@H]1CN([C@H](C)CO)C(=O)c2cc(C#CCN(C)C)cnc2O[C@@H]1CN(C)C(=O)c1ccc(F)cc1,19,-10,-4[16.7 µM],?,/,-0.4,/
CCC1CN(C(=O)N2CCC(C(=O)NCc3ccccc3OC)CC2)c2ccccc2O1 (configuration not stated),20,/,0,1,-4,-0.1,3
COC1=CC(=O)c2c(ccc3ncnc(N)c23)C1=O,/,40,-3,-1,31*,-2.1,104*
COC(=O)Cc1ccc(OCc2ccc(Cl)nc2)cc1,0,5,-5,0,-6,-4.3,-105
O=S(=O)([N-]c1nc2ccccc2nc1-[n+]1ccc(-c2ccncc2)cc1)c1ccccc1,18,-35,/,3,14,-1.6,-48
C[C@@H]1CCCCO[C@@H](CN(C)S(C)(=O)=O)[C@H](C)CN([C@H](C)CO)C(=O)c2cc(NS(C)(=O)=O)ccc2O1,6,-9,10[16.7 µM],6,/,-0.4,-7
COc1ccc(S(=O)(=O)Nc2nc3ccccc3s2)cc1OC,-8,2,-29,5,/,-1.1,/
CNc1ccc(/C=C(\C#N)C(=O)Nc2ccccn2)cc1[N+](=O)[O-],-22,2,/,-6,2,-1.1,-28
Cn1c(N)c(C(=O)COC(=O)CSc2ccc3ccccc3c2)c(=O)n(C)c1=O,0,6,/,1,2,-1.4,2
COc1cc(C2CC(=O)Oc3cc(C)c(Cl)c(C)c32)cc(OC)c1OC (configuration not stated),-3,-1,-1,3,2,0.7,-7
COc1ccc(C(=O)NCCNc2ccc([N+](=O)[O-])cn2)cc1,2,5,-9,14,-3,-0.4,-26
O=C1NC(=O)/C(=C/c2ccccn2)S1,-48,0,-2,-5,-1,-20,-8
COc1cc(CNC(=O)Nc2nc(C(N)CCc3ccccc3)cs2)cc(OC)c1OC (configuration not stated),-6,13,/,9,4,-1.8,5
COC(=O)CC1COc2ccccc2N1C(=O)c1ccc(Cl)cc1 (configuration not stated),/,/,4,/,3,/,20
CCCCNC(=S)NNC(=O)CCn1cc(C)cn1,8,/,/,/,2,/,-6
